# TRPM1 prom inh = reduces MITF-dependent TRPM1 promoter luciferase signal. SK-MEL-5 TRPM1 promoter luciferase, 24 h. inhibition, % at 12.5 µM. 0.83% of 330,000 active. AID 488899;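 active = mean inhibition across replicates of 60% or more, whatever share of single replicates reaches that level; inconclusive = some that reach 60%, reason not given; inactive = mean inhibition across replicates below 60%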; also: values of inactives mirror those of a sister screen read the other way
# NR2E3 ag-1 = human photoreceptor-specific nuclear receptor agonism. Q9Y5X4. CHO-S Gal4-NCOR/VP16-NR2E3 two-hybrid, luciferase. inhibition of corepressor binding, % at 3.98 µM. 0.35% of 360,000 active. AID 602229;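 active = inhibition above the mean of all tested compounds plus 3 SD, cut at about 70% in these data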;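 also: 0% = DMSO with NR2E3 transfected cells and 100% = cells lacking NR2E3 construct; higher means lower luciferase signal from less NR2E3 corepressor binding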
# Target sequence (Q9Y5X4 whole entry, looked up, the tested form may be a part): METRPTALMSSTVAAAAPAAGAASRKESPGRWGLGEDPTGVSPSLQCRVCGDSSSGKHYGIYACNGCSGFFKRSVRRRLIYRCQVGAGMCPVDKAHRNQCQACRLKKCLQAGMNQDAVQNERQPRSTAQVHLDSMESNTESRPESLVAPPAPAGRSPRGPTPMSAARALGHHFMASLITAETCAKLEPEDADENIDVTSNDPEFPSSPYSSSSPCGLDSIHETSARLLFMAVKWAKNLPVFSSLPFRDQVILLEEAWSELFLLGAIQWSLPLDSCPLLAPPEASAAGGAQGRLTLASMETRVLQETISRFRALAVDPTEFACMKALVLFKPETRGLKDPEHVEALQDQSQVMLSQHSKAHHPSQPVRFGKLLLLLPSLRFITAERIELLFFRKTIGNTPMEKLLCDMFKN
# aDG glyco up = alpha-DG glycosylation activation; Pro5-aDG cells, alpha-DG glycosylation AlphaScreen (IIH6); 0% Pro5, 100% B10-LARGE cell signal; activation, % at 10 µM; 0.22% of 360,000 active;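 active = activation of at least 8% versus controls, or a plate z-score of at least 8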;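 also: Pro5 are CHO cells carrying HIG-tagged alpha-DG that lacks glycosylation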
# NR2E3 ag-2 = agonists of human nuclear receptor NR2E3 | Q9Y5X4 | GST-NR2E3/biotin-RetCOR TR-FRET, 1536-well | inhibition of corepressor binding, % at 4.78 µM | 0.12% of 320,000 active | AID 2300;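 active = percent inhibition above the cutoff of mean plus 3 SD of all tested compounds, set per screening campaign, cut at about 20% in these data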;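 also: 0% = DMSO wells and 100% = biotin wells as full block of FRET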
#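 system = GST-tagged NR2E3 plus biotinylated RetCOR corepressor | input = 1.35 nM GST-NR2E3 | also added = 7 nM biotin-RetCOR | schedule = 5 h incubation at 4 °C | measured by = TR-FRET with europium anti-GST and streptavidin-D2, 340 nm excitation | read-out = percent loss of FRET ratio relative to control wells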
# TWEAK Fn14 block = blocks TWEAK-Fn14 interaction in a reporter cell assay; TWEAK-stimulated Fn14 reporter cells, luciferase luminescence, 8 h; AID 1159606; inhibition, % at 10 µM; 2% of 360,000 active; in the data active = inhibition above about 50%
# CF NFkB inh = inhibitors of cystic fibrosis induced NF-kB. KKLEB NF-kB-GFP reporter, PAF-induced, GFP fluorescence overnight. AID 588850. 0.86% of 360,000 active. inhibition, % at 5 µM;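 active = at least 50% inhibition at 5 µM, scaled per plate between neutral and stimulator controls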;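 also: PAF is a Pseudomonas aeruginosa culture filtrate used as stimulus; plate controls were PAF-stimulated DMSO wells for no effect and unstimulated DMSO wells for full effect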
# HIF-2a inh = HIF-2a inhibition | 786-0 RCC cells HIF-2a reporter, luciferase luminescence, overnight | inhibition, % at 18.8 µM | 0.72% of 360,000 active | AID 624352;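 active = inhibition of the luminescence signal of 40% or more relative to plate controls, in a single-dose primary screen at 18.75 µM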
# Peg3 promoter = inhibitors of Peg3 promoter | inhibition, % at 20 µM | HeLa PEG-Prom luciferase reporter, luminescence, overnight | AID 588405 | 1.7% of 360,000 active;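 active = inhibition of at least 50% at 20 µM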
# KKLEB tox = counter-screen for CF NF-kB inhibitors: cytotoxicity; activity change (cytotoxicity), % at 5 µM; KKLEB CF airway cells viability, ATPlite luminescence, overnight; active compounds read low; cells stimulated with P. aeruginosa culture filtrate; 0.36% of 360,000 active;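 active = corrected activity change at or below -50% at 5 µM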
# Shn3 inh set2 = Schnurri-3 reporter inhibition in Clone20 osteoblasts; Clone20 osteoblast Shn3 3'UTR firefly luciferase, 24 h; inhibition, % at 12.5 µM; 0.52% of 360,000 active;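 active = mean inhibition of at least 75% with every replicate also reaching 75%; inconclusive = mean inhibition at least 75% but some replicate below; inactive = mean inhibition below 75%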;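 also: 0% = median of neutral control wells and 100% = pilot-screen positive control compound; some compounds past the cut are filed as inactive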
# iPSC survival up = hiPSC single-cell survival enhancement; ATPlite luminescence; 100% = ROCK inhibitor wells, 0% = DMSO; survival enhancement, % at 20 µM; 0.044% of 360,000 active; in the data active = survival enhancement above about 18%;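 also: cells exposed to compounds for 16 hours before the ATP read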
# Numbers without * were called inactive; i = inactive; ? = inconclusive; / = not tested or not shown. Compounds as they come; any-hit rate near 4.4%.
SMILES,TRPM1 prom inh,NR2E3 ag-1,aDG glyco up,NR2E3 ag-2,TWEAK Fn14 block,CF NFkB inh,HIF-2a inh,Peg3 promoter,KKLEB tox,Shn3 inh set2,iPSC survival up
COc1ccc(NC(=O)c2c(NC(=O)CNCc3ccco3)sc3c2CCC3)c(OC)c1,-14,-16,-0.4,3,12,-13,-31,-52,1,13,-2.9
CCn1cc(C(c2ccccc2)C(C(C)=O)[N+](=O)[O-])c2ccccc21 (stereo not given),7,-1,0.2,0,14,16,18,27,-9,22,-0.6
COc1ccc(-c2csc(Nc3cccnc3)n2)cc1,-41,-74,-0.3,3,10,-14,-231,-261,2,-40,0.0
O=C(CCNS(=O)(=O)c1ccc(OC(F)(F)F)cc1)NC1CC1,13,-12,0.1,/,-3,-3,6,7,5,6,4.2
Fc1ccccc1NC(=S)N1CCOCC1,2,1,-0.1,3,1,-5,5,2,-1,3,-0.5
O=C(CN(Cc1ccccc1)C(=O)CNS(=O)(=O)c1ccccc1)NCc1ccco1,-3,-17,-0.1,1,10,-5,3,12,-5,16,0.6
CN(c1ccc(C(=O)Nc2ccccc2C(F)(F)F)cc1)S(C)(=O)=O,-7,-16,-0.4,-2,-1,2,-45,-27,3,3,0.1
C=Cc1ccc(Cn2c(C)c(C(=O)NCc3cccc(C(F)(F)F)c3)sc2=O)cc1,/,6,0.3,/,3,-20,1,3,-9,-8,-0.6
CC1(C)CC(=O)C2=C(C1)c1c(ccc3ccccc13)NC2c1ccco1 (stereo not given),4,-59,0.7,7,11,-13,-246,-124,-1,-19,0.3
Cc1ccc(NC(=O)c2ccc(NCCN)c([N+](=O)[O-])c2)cc1,-15,-12,0.4,-1,-8,-4,-117,-163,-3,-42,-0.6
COc1ccc(Cn2cccc(NC(=O)Nc3cccc(C#N)c3)c2=O)cc1,8,-21,0.9,-3,39,-6,22,-3,12,28,-3.1
CCc1ccccc1Nc1nc(N)nc(COC(=O)CCS(=O)(=O)c2ccccc2)n1,-15,-13,0.1,-3,-8,1,12,-10,0,3,-0.3
OCC1(Cc2ccccc2)CCN(Cc2ccccn2)CC1,4,-33,0.3,0,-10,0,13,7,13,3,-2.1
Clc1cccc(-c2ccnc3nc(-n4cccc4)nn23)c1,-2,-25,0.0,0,-23,-23,-39,19,-22,-9,-0.4
CCOC(=O)c1ccc2c(c1)nc(-c1ccccn1)n2CC,-58,-172,-0.1,1,16,-6,-218,-221,-15,-111,-0.7
CS(=O)(=O)N1CCN(C/C=C/c2ccccc2)CC1,15,-9,0.0,-2,16,2,22,10,-7,3,-2.4
COc1cccc(-n2c(SCC(=O)Nc3nccs3)nnc2-c2ccoc2C)c1,1,3,0.4,1,2,-8,5,9,8,9,0.1
CC[C@]12c3[nH]c4ccc(OC)cc4c3CCN1C(=O)C(CC(=O)NC/C=C(\C)CCC=C(C)C)C[C@@H]2C(=O)N1CCN(C(=O)c2ccco2)CC1 (stereo not given in full),12,28,0.3,/,-4,18,-1,19,-4,69,-1.0
COc1ccc(CNC(=O)C(c2ccncc2)N(C(=O)Cc2cccs2)c2ccccc2C)cc1 (stereo not given),12,-26,0.0,-2,-8,13,-1,-25,-8,-3,1.1
COc1ccc([C@H]2C[C@@H](O)[C@H](n3cc(C4CC4)nn3)CN2C(=O)c2cccs2)cc1,/,-17,0.4,/,-3,-6,5,14,-7,-6,0.4
COc1cccc(/C=N/NC(=O)CCc2c(C)n[nH]c2C)c1O,14,-26,-0.1,3,-7,-3,19,16,1,-3,0.1
CCCCc1nnc(SCC(=O)NC2CCCCC2)n1C,12,6,-0.1,-1,4,-20,3,20,-5,2,-0.2
O=c1c2c(-c3ccccc3)csc2ncn1/N=C/c1ccc(O)c([N+](=O)[O-])c1,1,3,-0.2,-1,14,-5,17,25,18,-3,2.5
CN(C)Cc1ccc(-c2nc3cccc4c3n2CCNC4=O)cc1,12,12,0.0,2,14,14,-5,58*,5,-34,-2.5
COc1cc(/C=C2/NC(=O)NC2=O)ccc1OCC(=O)Nc1ccc(F)cc1,8,-7,0.0,-17,-23,9,6,16,-6,13,0.6

# Next structures follow:
SMILES,TRPM1 prom inh,NR2E3 ag-1,aDG glyco up,NR2E3 ag-2,TWEAK Fn14 block,CF NFkB inh,HIF-2a inh,Peg3 promoter,KKLEB tox,Shn3 inh set2,iPSC survival up
CC1=C(O)C(=O)C(c2c(C)cc(C)c(Br)c2C)=C(O)C1=O,/,20,-0.2,/,10,-15,18,-9,2,-1,-1.5
C=CCc1ccc(OCCOc2ccc(/C=N/n3cnnc3)cc2OCC)c(OC)c1,38,-15,0.9,1,-3,-16,-4,-6,-3,16,0.5
COC(=O)c1ccc(-n2cnc(Cl)n2)c(F)c1,-17,-8,0.0,-1,-22,-16,-17,-14,-8,-2,0.6
CSCCOC(=O)C1=C(C)NC(=O)CC1c1ccccc1Cl (stereo not given),6,-4,-0.2,-1,16,-9,27,19,15,10,1.3
O=C(c1ccco1)N1N=C(c2cccs2)CC1c1ccc(F)cc1 (stereo not given),19,-2,-0.1,0,15,2,2,10,-3,-1,-0.1
Cc1nc2cc3c(cc2s1)OCO3,6,-14,0.0,3,-10,5,16,-1,6,-29,-0.4
Cc1ccc(C)c(N2CCN(C(=O)c3ccc4nc(N5CCOCC5)sc4c3)CC2)c1,-11,-1,-0.4,5,1,6,-17,5,-12,11,1.3
CC1(C)CC(=O)c2c(nn(-c3ccccc3)c2N)C1,-3,20,-0.1,-1,8,6,3,-8,7,22,-0.6
COc1ccc(N(C(=O)/C=C/c2ccccc2)C2=CC3CCC(C2)N3C)cc1 (stereo not given),-1,16,0.0,-3,-34,9,4,-17,-3,5,0.5
Cc1ccc(Cn2ncc3c(NCCCN(C)C)ncnc32)cc1,-4,-25,0.0,-4,14,-2,20,-11,1,-4,1.0
COc1ccc(N=Cc2nc(-c3ccccc3)oc2OC(C)=O)cc1,11,-39,0.1,2,-6,-26,-32,2,4,0,-0.4
Cc1cc(=O)n2nc(N3CCC(C(=O)NCc4cccc(Cl)c4)CC3)sc2n1,4,-10,-0.2,-2,-11,2,21,-1,-7,-12,-0.5
O=S(=O)(/C=C/C=C/S(=O)(=O)c1ccccc1)c1ccccc1,111*,85*,-0.4,/,93*,92*,95*,100*,-42,98*,3.0
CSc1cccc(NC(=S)N(CCCN2CCCC2)Cc2cccn2Cc2ccc(Cl)cc2)c1,?,2,0.3,4,-14,17,-10,108*,-13,40,-0.4
Oc1ccc(CNc2ccccc2)c2cccnc12,54,5,-0.1,-1,21,10,4,29,1,66,-4.5
c1ccc2c(c1)N1CCN=C1N2CCN1CCCCC1,-15,-8,0.0,-1,-9,8,0,-10,-6,-5,5.2
CCCOc1ccc2cc(C(=O)NCc3ccccc3)c(=O)oc2c1,-5,-6,0.0,7,31,-16,-69,-105,5,-14,-0.5
O=C1NC[C@H](CC2CCCCC2)N(CCC23CC4CC(CC(C4)C2)C3)C1=O,/,-5,0.1,/,4,/,2,/,/,/,-2.7
CCCCC(=O)Nc1ccc2c(c1)nc(CCN1CCOCC1)n2C,6,-8,0.2,3,-1,-8,3,-5,-2,-4,4.7
O=C(Nc1ccccn1)C1CCCN1S(=O)(=O)c1ccc(Cl)cc1 (stereo not given),6,-8,0.1,2,-2,-27,8,15,25,15,-0.2
O=C(Nc1ncccc1O)c1cccc(S(=O)(=O)NCc2ccccc2)c1,2,-4,-0.3,1,0,24,2,-5,4,-6,-0.1
Cc1cc(S(=O)(=O)NC[C@H]2O[C@@H](n3ccc(N)nc3=O)[C@H](O)[C@@H]2O)c(C)s1,/,-15,-0.2,/,0,-4,6,7,5,-6,-2.3
CC(=O)Nc1ccc(-c2ccc(NC(C)=O)cc2)cc1,-17,-22,-0.6,2,-14,-2,-86,-70,-5,-67,-0.5
COc1cccc(C(=S)N2CCOCC2)c1OS(=O)(=O)c1ccc(Cl)cc1,8,-1,-0.3,-2,-6,-4,14,7,3,3,0.8
O=C(/C=C/c1ccc[nH]1)c1ccccc1,-76,-20,0.0,-3,-21,6,-178,-243,-3,-18,-1.0

# The listing continues:
SMILES,TRPM1 prom inh,NR2E3 ag-1,aDG glyco up,NR2E3 ag-2,TWEAK Fn14 block,CF NFkB inh,HIF-2a inh,Peg3 promoter,KKLEB tox,Shn3 inh set2,iPSC survival up
Cc1ncc([N+](=O)[O-])n1CC(=O)NC1CCCCCC1,-9,-12,-0.1,1,-6,-6,17,22,-9,19,-1.4
CC(C)C(=O)NC(c1ccc([N+](=O)[O-])cc1)c1c(O)ccc2ccccc12 (stereo not given),1,-25,1.0,2,6,10,-18,52*,-37,-18,-1.9
COc1ccc([N+](=O)[O-])cc1NC(=O)COC(=O)C12CC3CC(CC(O)(C3)C1)C2,/,-7,-0.3,/,11,-18,7,0,4,-9,-0.9
COc1ccccc1CNC(=O)CSc1nc(-c2ccccc2)cn1N,-1,1,0.2,0,-2,-8,10,-2,0,-21,2.8
COc1ccccc1-c1noc(-c2cc(OC)c(OC)c(OC)c2)n1,-2,-14,0.0,-1,12,0,-24,2,-22,11,2.8
O=C(c1nnsc1S(=O)(=O)c1ccc(Cl)cc1)N1CCOCC1,73*,-10,-0.6,/,91*,90*,32,95*,-33,95*,-4.7
S=C(c1ccc(Br)cc1)N1CCCC1,7,-3,-0.1,0,16,14,5,10,1,-8,-0.2
Cc1ccccc1CSCC(=O)Nc1ccccc1-c1ccccc1,-15,9,0.1,-2,11,6,11,37,4,9,3.7
Cn1c(-c2ccc(F)c(F)c2)cc2onc(-c3ccccc3)c2c1=O,-109,-118,0.5,3,9,-36,-335,i,-3,-52,2.7
COc1ccc(Cl)cc1S(=O)(=O)N(C)CC(=O)N1CCOCC1,3,-3,0.0,1,11,7,9,5,-3,-7,1.3
CCn1c(-c2cc(Br)cc(OC)c2O)nc2cc(S(=O)(=O)N(C)C)ccc21,2,-10,-0.2,-2,10,-7,18,10,20,-10,2.1
Cc1sc2nc(SCC(=O)Nc3ccccc3F)[nH]c(=O)c2c1C,7,-27,-0.1,-2,-9,34,-6,18,-31,-16,-0.2
CN1CCN(CC(=O)Nc2nc(-c3c[nH]c4ccccc34)cs2)CC1,-23,6,0.1,-2,8,5,-54,-91,-8,9,-0.9
CC(=O)c1cccc(NC(=O)NCc2ccco2)c1,-14,3,0.2,3,-2,4,-21,-34,10,-4,1.1

# Part of the list above in order of length of the SMILES, smallest number first:
SMILES,TRPM1 prom inh,NR2E3 ag-1,aDG glyco up,NR2E3 ag-2,TWEAK Fn14 block,CF NFkB inh,HIF-2a inh,Peg3 promoter,KKLEB tox,Shn3 inh set2,iPSC survival up
S=C(c1ccc(Br)cc1)N1CCCC1,7,-3,-0.1,0,16,14,5,10,1,-8,-0.2
O=C(c1nnsc1S(=O)(=O)c1ccc(Cl)cc1)N1CCOCC1,73*,-10,-0.6,/,91*,90*,32,95*,-33,95*,-4.7
Cn1c(-c2ccc(F)c(F)c2)cc2onc(-c3ccccc3)c2c1=O,-109,-118,0.5,3,9,-36,-335,i,-3,-52,2.7

# Compound activity: PubChem, several laboratories
